A3A deaminase: APOBEC3A ssDNA deaminase inhibitors, primary screen, selectivity assay for APOBEC3G inhibitor project, biochemical, FAM/TAMRA oligo cleavage fluorescence. DNA dC->dU-editing enzyme APOBEC-3A (Homo sapiens), P31941. recombinant A3A, FAM/TAMRA ssDNA deamination fluorescence. inhibition, % at 20 µM. 330,000 tested, 0.41% active;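 active means at least 40% inhibition at 20 µM here, with at most 30% in a related deaminase screen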;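 further: plate controls were A3A with DMSO for no effect and wells lacking A3A enzyme for full effect; some results filed as inactive read as strong as hits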
Target sequence (P31941 whole entry, looked up): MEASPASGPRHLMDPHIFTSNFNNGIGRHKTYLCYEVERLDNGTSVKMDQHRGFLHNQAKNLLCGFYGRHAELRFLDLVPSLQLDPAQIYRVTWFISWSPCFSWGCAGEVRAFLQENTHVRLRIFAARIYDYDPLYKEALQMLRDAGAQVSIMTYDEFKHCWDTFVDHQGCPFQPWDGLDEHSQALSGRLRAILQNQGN
mIAP activ: activators of mouse IAP, primary screen, biochemical, luminescence, uHTS. intestinal alkaline phosphatase [Mus musculus]. muIAP, CDP-Star luminescence, 30 min; stronger effect = higher value; 1 = vehicle-only enzyme signal, 0 = enzyme-free wells. activation factor at 10 µM. 330,000 tested, 0.24% active;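 active means activation factor of at least 2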; further: the source names both 10 and 20 µM as test concentration; values of inactives mirror those of a sister screen read the other way
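System: Mouse IAP enzyme | Also added: CDP-Star substrate | Dosing: Compounds dispensed in DMSO | Schedule: 30 min enzyme-substrate-compound incubation at room temperature | Technique: Chemiluminescence readout | Control set: DMSO-only wells and no-enzyme negative control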
mIAP inh: inhibitors of mouse IAP, primary screen, biochemical, luminescence, uHTS | AID 2806, 2010 | inhibition, % at 10 µM | purified mouse IAP, CDP-Star luminescence, 30 min | intestinal alkaline phosphatase [Mus musculus] | 330,000 tested, 0.2% active;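 active means inhibition of at least 40% at 10 µM in the primary screen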;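 further: plate controls were DMSO with enzyme for no effect and no enzyme wells for full effect; values of inactives mirror those of a sister screen read the other way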
hIAP block: human IAP inhibitors, primary screen, biochemical, luminescence, uHTS | Intestinal-type alkaline phosphatase (Homo sapiens), P09923 | purified IAP, CDP-Star luminescence, 30 min | inhibition, % at 10 µM | 330,000 tested, 0.12% active;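 active means inhibition reaching a set limit with compound at 10 µM in the primary screen, cut at about 35% in these data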;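 further: plate controls were DMSO wells with enzyme for no effect and no-enzyme buffer wells for full effect; values of inactives mirror those of a sister screen read the other way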
Target sequence (P09923 whole entry, looked up): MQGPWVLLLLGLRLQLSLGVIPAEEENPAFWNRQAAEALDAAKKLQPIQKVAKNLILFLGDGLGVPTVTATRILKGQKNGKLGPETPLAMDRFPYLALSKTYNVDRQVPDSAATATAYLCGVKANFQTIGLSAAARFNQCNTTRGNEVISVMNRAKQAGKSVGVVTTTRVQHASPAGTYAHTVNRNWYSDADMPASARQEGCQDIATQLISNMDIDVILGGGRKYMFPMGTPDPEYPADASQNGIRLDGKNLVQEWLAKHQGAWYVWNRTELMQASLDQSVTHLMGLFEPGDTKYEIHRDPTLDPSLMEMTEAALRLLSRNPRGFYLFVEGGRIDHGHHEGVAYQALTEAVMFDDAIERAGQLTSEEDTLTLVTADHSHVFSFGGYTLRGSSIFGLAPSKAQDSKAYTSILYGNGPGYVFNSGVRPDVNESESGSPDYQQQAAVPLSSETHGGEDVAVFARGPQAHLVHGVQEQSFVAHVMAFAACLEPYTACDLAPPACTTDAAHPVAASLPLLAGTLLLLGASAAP
hIAP activ: human IAP activators, primary screen, biochemical, luminescence, uHTS; Intestinal-type alkaline phosphatase (Homo sapiens), P09923; purified human IAP, CDP-Star luminescence, 30 min; stronger effect = higher value; 1 = vehicle-only enzyme, 0 = enzyme-free background; activation factor at 10 µM; 330,000 tested, 0.16% active; AID 2524, 2010;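 active means activation factor of the enzyme at least 2-fold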; further: the source names both 10 and 20 µM as test concentration; values of inactives mirror those of a sister screen read the other way
APOBEC3G inh: APOBEC3G DNA deaminase inhibitors, primary screen, biochemical, fluorescence, single-stranded DNA substrate, uHTS | DNA dC->dU-editing enzyme APOBEC-3G (Homo sapiens), Q9HC16 | recombinant A3G, ssDNA deamination FAM/TAMRA fluorescence | inhibition, % at 20 µM | 330,000 tested, 0.28% active;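 active means inhibition of at least 40% at 20 µM, with no more than 30% in the related APOBEC3A deaminase screen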;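 further: plate controls were DMSO wells with A3G for no effect and wells lacking A3G enzyme for full effect; some compounds called inactive have numbers as strong as hits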
Target sequence (Q9HC16 whole entry, looked up): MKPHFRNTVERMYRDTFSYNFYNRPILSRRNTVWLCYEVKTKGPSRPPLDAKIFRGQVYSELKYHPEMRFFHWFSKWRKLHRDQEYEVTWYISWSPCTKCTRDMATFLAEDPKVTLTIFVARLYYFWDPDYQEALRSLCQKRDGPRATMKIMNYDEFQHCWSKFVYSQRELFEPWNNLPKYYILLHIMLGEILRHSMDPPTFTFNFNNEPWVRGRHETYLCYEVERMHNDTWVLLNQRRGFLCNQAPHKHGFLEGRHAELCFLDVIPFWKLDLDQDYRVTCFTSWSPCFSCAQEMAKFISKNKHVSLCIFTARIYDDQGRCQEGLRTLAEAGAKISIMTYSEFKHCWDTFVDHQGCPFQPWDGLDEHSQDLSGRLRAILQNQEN
ATG4B inhibitor: ATG4B protease inhibitors, primary screen, biochemical, fluorescence, uHTS; Cysteine protease ATG4B (Homo sapiens), Q9Y4P1; ATG4B cleavage of LC3-PLA2, NBD-HPC fluorescence, 1 h; inhibition, % at 8.33 µM; 340,000 tested, 0.51% active; AID 504462, 2011; in the data active means inhibition above about 40%
beta cell repl: inducers of MIN6 beta-cell proliferation, primary screen, ATP luminescence, uHTS; MIN6 cells proliferation, ATPlite luminescence, 48 h; cells starved in 0.2% serum; 100% = growth in 10% serum; proliferation, % at 10 µM; 330,000 tested, 0.29% active; AID 2380, 2010;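 active means compounds whose signal lies at least 3.5 SD above the mean of all wells on their plate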;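 further: 0% = DMSO-treated cells in low-serum medium and 100% = 10% serum control; some compounds called inactive have numbers as strong as hits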
MPTP inh: mitochondrial permeability transition pore inhibitors, primary screen, biochemical, isolated mouse mitochondria, absorbance; AID 602449, 2012; Ca2+ swelling absorbance, 30 min; 360,000 tested, 1.4% active; inhibition, % at 10 µM;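 active means inhibition of 50% or more, scaled per plate between neutral and stimulator controls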;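 further: 0% = DMSO wells given calcium and 100% = 1 mM EGTA wells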
An asterisk follows results filed as active; · = not tested or not shown.

SMILES	A3A deaminase	mIAP activ	mIAP inh	hIAP block	hIAP activ	APOBEC3G inh	ATG4B inhibitor	beta cell repl	MPTP inh
CC(C)C(C(=O)Nc1ncn[nH]1)N1C(=O)c2ccccc2C1=O (centres undefined)	-6	0.97	2	3	0.97	-9	1	3	2.4
CCOc1ccc(OCCCC(=O)N(C)CC(=O)Nc2ccccc2Br)cc1	-2	1	-3	-16	1.2	-7	-7	-1	-0.7
COc1ccc(NC(=O)C2C3CCC(O3)C2C(=O)O)c(C)c1 (centres undefined)	-8	0.97	3	-11	1.1	-10	6	-1	2.6
COc1ccccc1CNC(=O)c1ccc(C)s1	4	0.98	2	11	0.89	-5	-6	0	0.0
Cc1ccc2c(c1)nnn2C1CCN(CC(=O)NCCc2ccccc2)CC1	-1	1	-5	-10	1.1	-6	-18	2	0.9
COc1ccccc1NC(=O)C(C)N1C(=O)c2ccccc2C1=O (centres undefined)	-3	0.98	2	-16	1.2	7	-3	-4	1.4
CC(=O)Nc1ccc(S(=O)(=O)N(C)CC(=O)N(C)Cc2sccc2C)cc1	4	0.97	3	-14	1.1	-4	-5	-5	-0.4
CC1(C)NC(=O)N(CC(O)CN2CCOCC2)C1=O (centres undefined)	1	1	-1	-4	1	-6	4	-1	-0.7
CCOC(=O)C(C)Oc1cccc2c(=O)n(CC(=O)NCc3ccc4c(c3)OCO4)ccc12 (centres undefined)	-2	0.97	3	6	0.94	-7	-7	-4	-0.8
O=S(=O)(c1ccc2c(c1)CCN2)N1CCCC1	-7	1	-2	-2	1	-10	-27	-3	-0.2
CN(Cc1ccccc1)C(=O)c1nc[nH]c1C(=O)N1CCN(C(=O)OC(C)(C)C)CC1	-1	1	-1	-12	1.1	-9	-4	-2	1.2
O=C(NC1CCCC1)C1CCN(C(=O)c2ccc(Cl)cc2Cl)CC1	-1	1.1	-6	3	0.97	-13	1	0	-0.7
COC(=O)COc1ccc2oc(=O)cc(C)c2c1	-5	1.1	-12	-19	1.2	-5	-4	-2	-1.1
O=C(COC(=O)C1CCC1)Nc1ncc(Cl)cc1Cl	4	0.96	4	-1	1	-7	-6	-2	-0.4
Cc1c(C(=O)N2CCCCC2)sc(NC(=O)C2CC2)c1C#N	1	1.1	-7	24	0.76	-7	3	-1	0.3
Cn1c(SCC(=O)N2CCOCC2)nnc1-c1cnccn1	-6	1	-4	-14	1.1	-6	6	1	-0.5
CCOc1ccc(-n2cc(C(=O)NC(C)C)c3cc(OC)c(OC)cc3c2=O)cc1	-1	0.95	5	5	0.95	0	-13	0	14
O=C(/C=C/c1ccccc1[N+](=O)[O-])c1ccccc1Br	-2	0.95	5	12	0.88	-5	-1	-7	-1.7
O=[N+]([O-])c1ccc(CN2CCN(c3ccc(F)cc3)CC2)o1	9	1.1	-7	14	0.85	2	-4	-2	0.0
O=C1N(CN2C(=O)C3(OCCO3)c3ccccc32)c2ccccc2C12OCCO2	-4	0.95	5	-5	1	-8	-9	1	3.3
COc1cc(OC)cc(C(=O)NCC(=O)OCC(=O)N2CCc3ccccc32)c1	-2	1	0	4	0.96	-10	-4	-1	0.3
CCOC(=O)C1=C(N)OC2=C(C(=O)CC(C)(C)C2)C1c1ccccc1OC (centres undefined)	-2	0.88	12	-2	1	-7	-3	1	0.1
CN(C)S(=O)(=O)c1cccc(NC(=O)COC(=O)c2ccc(Br)o2)c1	0	1.1	-6	13	0.87	-4	-14	1	-1.8
CCc1ccc(/C=C2\SC(=S)N(CCCC(=O)Nc3ccccn3)C2=O)cc1	-14	0.87	13	13	0.87	-8	0	-3	-3.5
O=C(CN1CCOc2ccccc21)NC1CCCCCCC1	-2	0.93	7	8	0.92	2	-1	2	-1.2

Sorted by heavy-atom count (rising): part of the list above
SMILES	A3A deaminase	mIAP activ	mIAP inh	hIAP block	hIAP activ	APOBEC3G inh	ATG4B inhibitor	beta cell repl	MPTP inh
O=C(NC1CCCC1)C1CCN(C(=O)c2ccc(Cl)cc2Cl)CC1	-1	1.1	-6	3	0.97	-13	1	0	-0.7
CCOC(=O)C1=C(N)OC2=C(C(=O)CC(C)(C)C2)C1c1ccccc1OC (centres undefined)	-2	0.88	12	-2	1	-7	-3	1	0.1
CCOC(=O)C(C)Oc1cccc2c(=O)n(CC(=O)NCc3ccc4c(c3)OCO4)ccc12 (centres undefined)	-2	0.97	3	6	0.94	-7	-7	-4	-0.8

New compounds follow:
SMILES	A3A deaminase	mIAP activ	mIAP inh	hIAP block	hIAP activ	APOBEC3G inh	ATG4B inhibitor	beta cell repl	MPTP inh
COc1ccc(OC)c(/C=N/NC(=O)c2csc3ccccc23)c1	5	0.97	3	2	0.98	-1	-7	-1	-2.1
O=C(NC1CCN(S(=O)(=O)c2ccc(F)cc2)CC1)c1ccc(F)cc1	-2	0.92	8	10	0.9	-2	-5	-4	3.0
COc1ccc(CN=C2NN=C(c3ccc(Cl)cc3)CS2)cc1	0	1.1	-8	1	0.99	-5	-5	-6	0.9
CC(C)(C)c1ccc(OCC(=O)NCc2ccco2)c(Br)c1	3	0.92	8	7	0.93	0	8	-5	-1.0
O=C1C=C(c2ccc(Cl)cc2)C(=O)N1Nc1ccccc1	-3	1	0	14	0.86	12	-2	-4	10
COC(=O)Nc1ccc(C)cc1NC(=O)OC	-4	1.1	-6	-2	1	-5	-10	-1	-0.9
CNc1ccc(Br)cc(C(=O)/C=C/c2cccc(OC)c2)c1=O	16	0.9	10	-3	1	1	8	-6	20
CCCCn1c(N)c(N(CC(C)C)C(=O)CSCC(=O)Nc2ccc(C)cc2)c(=O)[nH]c1=O	6	1	0	-1	1	-1	-11	-4	-1.3
CCOC(=O)C1CCN(C(=O)c2ccc3c(c2)NC(=O)/C(=C/c2ccccc2)S3)CC1	-4	0.94	6	-8	1.1	-6	0	-5	-0.9
CC1Sc2ccc(S(=O)(=O)N3CCN(c4cccc(Cl)c4)CC3)cc2NC1=O (centres undefined)	-1	1	-3	-2	1	-2	-14	-7	-0.2
O=C(Nc1ccc(C(=O)NCC2CCN(Cc3ccccc3F)CC2)cc1)C1=CSCCO1	14	0.95	5	22	0.78	-1	-5	-3	-0.9
COCC(=O)Nc1c(I)c(C(=O)NCC(O)CO)c(I)c(C(=O)N(C)CC(O)CO)c1I (centres undefined)	1	1.1	-8	-9	1.1	1	-3	-1	-1.8
O=C(NC(Cc1ccccc1)C(=O)O)/C(=C/c1ccc([N+](=O)[O-])cc1)NC(=O)c1ccco1 (centres undefined)	-3	0.96	4	1	0.99	-9	0	0	-0.7
Cc1ccc(N2CC(C(=O)Nc3nnc(SCC(=O)NCC4CCCO4)s3)CC2=O)cc1C (centres undefined)	-7	0.95	5	7	0.93	-8	2	-2	-1.4
Cc1cccc(N2CCN(C(=O)COc3ccc4ccc(=O)oc4c3)CC2)c1C	1	0.99	1	8	0.92	-2	-6	2	-0.4
O=C(N/N=C/c1ccc(OC(F)F)cc1)c1ccc(Br)cc1	-2	1	-2	2	0.98	-4	-7	0	4.0
Cc1ccc(C)c(NC(=O)Cn2nnc(C(=O)Nc3c(C)cccc3C)c2N)c1	0	1	-4	2	0.98	-1	-4	2	-3.0
COCCCNCCOc1ccc(C)cc1[N+](=O)[O-]	-2	1	0	9	0.91	-10	8	0	0.7
OCC1CCCN(C(=S)Nc2ccc(Nc3ccccc3)cc2)C1 (centres undefined)	0	1	0	9	0.91	-2	-5	-2	-1.0
COc1ccc(CCC(=O)OCC(=O)Nc2sccc2C(N)=O)cc1OC	1	1	-2	0	1	-5	-4	-5	-0.5
Nc1nonc1-n1nnc(C(=O)N/N=C/c2cccc(Cl)c2)c1-c1cccs1	1	0.98	2	7	0.93	-4	-28	0	-1.0
c1ccc(N(c2ccccc2)c2nc(-n3ccnc3)nc(-n3ccnc3)n2)cc1	0	0.91	9	21	0.79	1	-23	-3	0.8
c1ccn2cc(CSc3nnc4ccccn34)nc2c1	-1	1	-3	-21	1.2	-4	-6	-4	-1.3
COc1ccc(C2c3c(-c4cc(Cl)c(C)cc4O)n[nH]c3C(=O)N2Cc2cccnc2)cc1OC (centres undefined)	1	0.99	1	-53	1.5	-2	-23	0	5.8
CSc1ncc(C(=O)Nc2cccc(S(N)(=O)=O)c2)n1-c1ccccc1	-2	1.1	-5	0	1	-6	-1	-4	7.0
(next part)
SMILES	A3A deaminase	mIAP activ	mIAP inh	hIAP block	hIAP activ	APOBEC3G inh	ATG4B inhibitor	beta cell repl	MPTP inh
Cc1[nH]c(C)c(S(=O)(=O)N(Cc2ccccc2)C(C)(C)C)c1C(=O)N1CCCC1	-3	0.97	3	-5	1	0	-2	1	-2.4
O=S(=O)(NN=C1CCCCCC1)c1ccccc1	9	1.1	-11	30	0.7	6	0	4	0.0
O=S1(=O)CCOC(CO)CN1Cc1ccc(Cl)c(Cl)c1 (centres undefined)	2	1	0	·	·	4	·	·	-2.9
Cc1nc2ccccn2c1/C(O)=C1\C(=O)C(=O)N(CCCN(C)C)C1c1ccc(F)cc1 (centres undefined)	-1	1	0	-9	1.1	-7	·	-3	·
CC1Cc2ccccc2N1C(=O)CO/N=C/c1ccccc1OC(F)F (centres undefined)	2	0.97	3	-7	1.1	-3	36	0	4.4
Cc1nn(CC(=O)NCCCN2CC(C)CC(C)C2)c(=O)c2cccn12 (centres undefined)	-5	0.95	5	-2	1	-6	-6	-6	-1.4
CCOC(=O)c1c(N)sc(C(=O)Nc2ccc3c(c2)OCO3)c1C	5	0.88	12	-6	1.1	4	-9	-4	1.0
CC(=O)NC(c1ccc([N+](=O)[O-])cc1)c1c(O)ccc2ccccc12 (centres undefined)	0	0.99	0	-13	1.1	-8	-19	-4	12
C/C(NC(=O)c1cccc(F)c1)=C1/C(=O)C[C@@H]2[C@H]1C2(C)C	-1	0.96	4	12	0.88	-3	-1	-1	3.1
C=C/C(C)=C/CC1C(=C)CCC2C(C)(C(=O)O)CCCC12C (centres undefined)	4	0.85	15	12	0.89	1	1	3	-0.1
O=C(N/N=C/c1cn(-c2ccccc2)nc1-c1cccnc1)c1ccc(F)cc1	3	0.95	5	2	0.98	-2	-12	0	0.0
Cn1cccc1C(=O)NCc1ccccn1	-1	1	-1	-5	1.1	-6	10	-1	0.0
CC(NC(=O)Cc1ccc(NC2=NC3CS(=O)(=O)CC3S2)cc1)c1ccccc1 (centres undefined)	-6	1.1	-12	3	0.97	-6	1	0	0.3
COc1ccc(CN(CC(=O)NC2CCCC2)C(=O)CCC(=O)Nc2nccs2)cc1	2	1	0	-11	1.1	0	-1	0	-2.3
CC(C1CC2CCC1C2)n1c(COc2ccccc2F)nnc1SCC(N)=O (centres undefined)	-1	1	0	-2	1	-5	24	-1	0.0
CCC(C(=O)NCc1ccc(OC)cc1)n1nc(C)n2c(cc3occc32)c1=O (centres undefined)	-2	1.2	-16	-22	1.2	-3	-16	-1	0.5
O=Cc1sc(N2CCOCC2)nc1-c1ccccc1	2	0.98	2	6	0.94	-12	·	2	·

Screening data from PubChem.

Rows were taken by chance. About 3.3% of those tested had a hit in this group.
